IDH1 R132H inh – qHTS for Inhibitors of mutant isocitrate dehydrogenase 1 (IDH1): qHTS | Potency, µM (highest dose often 76.6 µM), for the others: top-dose activity change, negative = inhibition, actives largely listed as inhibitors | actives 0.093% (n = 390,000) | IDH1-R132H enzyme, NADPH consumption, diaphorase/resazurin fluorescence | Isocitrate dehydrogenase [NADP] cytoplasmic (Homo sapiens), O75874; further: potency means the concentration at half of the fitted maximal effect; on the % scale 0 is the no-effect control and ±100 the full control effect; nearly all actives have a fitted effect of over 65% in size
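IDH1-R132H (0.5 ug/mL) preincubated 30 min with compound, then NADPH (0.016 mM) and alpha-KG (2 mM) added; 80 min at RT, pH 7.5. Remaining NADPH coupled via diaphorase/resazurin to fluorescence (540/590 nm); concentration-response curves normalized to no-enzyme control.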
LDHA block – qHTS assay for inhibitors of human lactate dehydrogenase; L-lactate dehydrogenase A chain (Homo sapiens), P00338; purified LDHA, NADH/diaphorase-resazurin fluorescence; active compounds read low; activity change, % (values are at about 110 or 230 µM); actives 0.15% (n = 480,000); AID 1347041, 2019; in the data active means activity change below about -30%; inconclusive means mostly about -25% to -30%;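 further: plate controls were DMSO wells for no effect and wells without enzyme for full effect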
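Human LDH5 (2 nM) was incubated with 0.06 mM NADH and 0.2 mM pyruvate for 5 min at room temperature in Tris pH 7.4. Remaining NADH was coupled through diaphorase/resazurin, and resorufin fluorescence was read at 0 and 20 min.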
Vif-APOBEC3G blk – qHTS for Inhibitors of Vif-A3G Interactions: qHTS; DNA dC->dU-editing enzyme APOBEC-3G (Homo sapiens), Q9HC16; HeLa A3G-eYFP + Vif (tagged APOBEC3G with the HIV-1 protein that degrades it), YFP fluorescence, overnight; Potency, µM (titrated, usually from 46.1 µM), for the others: at the top dose activity, negative = active, hits mostly inhibitors; actives 0.076% (n = 410,000);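 further: potency means the concentration at half of the fitted maximal effect; on the % scale 0 is the no-effect control and ±100 the full control effect; nearly all actives have a fitted effect of over 60% in size; hits raise eYFP signal because A3G escapes Vif-driven loss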
Target sequence (Q9HC16 whole entry, looked up): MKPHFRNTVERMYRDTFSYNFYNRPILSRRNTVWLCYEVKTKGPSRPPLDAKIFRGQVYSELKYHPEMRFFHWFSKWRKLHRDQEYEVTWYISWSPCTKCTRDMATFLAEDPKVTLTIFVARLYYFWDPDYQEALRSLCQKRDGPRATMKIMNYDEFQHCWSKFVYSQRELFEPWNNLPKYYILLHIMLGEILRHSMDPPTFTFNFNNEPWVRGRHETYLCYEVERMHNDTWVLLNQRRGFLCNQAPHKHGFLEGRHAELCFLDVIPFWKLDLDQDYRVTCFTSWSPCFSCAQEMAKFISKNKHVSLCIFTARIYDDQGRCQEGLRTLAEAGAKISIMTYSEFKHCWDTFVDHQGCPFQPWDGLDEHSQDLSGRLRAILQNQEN
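HeLa cells stably expressing Vif and C-terminally eYFP-tagged A3G, seeded overnight at 37 deg C, then exposed to compound by pintool overnight at 37 deg C. Rise in yellow fluorescence (Ex 488/Em 500-530, Acumen) marks blocked Vif-driven A3G degradation.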
USP1 inh – Inhibitors of USP1/UAF1: Primary Screen | actives 0.23% (n = 390,000) | AID 743255, 2014 | recombinant USP1/UAF1, Ub-Rhodamine cleavage fluorescence | Potency, µM (highest dose often 57.1 µM), for the others: at the top dose activity change, negative = inhibition, hits mostly inhibitors | Ubiquitin carboxyl-terminal hydrolase 1 (Homo sapiens), O94782; further: potency means the concentration at half of the fitted maximal effect; on the % scale 0 is the no-effect control and ±100 the full control effect; nearly all actives have a fitted effect of over 60% in size; inactives centre near -12
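Step one: compound is pinned into 1nM USP1/UAF1 in HEPES pH 7.8 buffer with TCEP. Step two: 15 min room-temperature incubation. Step three: Ub-Rho (150nM final) starts cleavage, tracked by fluorescence over six one-minute reads.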
RXFP1 agonist – qHTS Assay for Agonists of the Relaxin Receptor RXFP1. Relaxin receptor 1 (Homo sapiens), Q9HBX9. HEK293T-RXFP1 cAMP TR-FRET, 30 min; response scale: percent of porcine relaxin response, buffer zero. Potency, µM (doses to about 57.5 µM), for inactives: top-dose activation, actives largely listed as activators. actives 0.3% (n = 370,000). AID 2676, 2010; further: potency means the concentration at half of the fitted maximal effect; on the % scale 0 is the no-effect control and ±100 the full control effect; nearly all actives have a fitted effect of over 60% in size; many of its hits are not listed in these tables
Target sequence (Q9HBX9 whole entry, looked up): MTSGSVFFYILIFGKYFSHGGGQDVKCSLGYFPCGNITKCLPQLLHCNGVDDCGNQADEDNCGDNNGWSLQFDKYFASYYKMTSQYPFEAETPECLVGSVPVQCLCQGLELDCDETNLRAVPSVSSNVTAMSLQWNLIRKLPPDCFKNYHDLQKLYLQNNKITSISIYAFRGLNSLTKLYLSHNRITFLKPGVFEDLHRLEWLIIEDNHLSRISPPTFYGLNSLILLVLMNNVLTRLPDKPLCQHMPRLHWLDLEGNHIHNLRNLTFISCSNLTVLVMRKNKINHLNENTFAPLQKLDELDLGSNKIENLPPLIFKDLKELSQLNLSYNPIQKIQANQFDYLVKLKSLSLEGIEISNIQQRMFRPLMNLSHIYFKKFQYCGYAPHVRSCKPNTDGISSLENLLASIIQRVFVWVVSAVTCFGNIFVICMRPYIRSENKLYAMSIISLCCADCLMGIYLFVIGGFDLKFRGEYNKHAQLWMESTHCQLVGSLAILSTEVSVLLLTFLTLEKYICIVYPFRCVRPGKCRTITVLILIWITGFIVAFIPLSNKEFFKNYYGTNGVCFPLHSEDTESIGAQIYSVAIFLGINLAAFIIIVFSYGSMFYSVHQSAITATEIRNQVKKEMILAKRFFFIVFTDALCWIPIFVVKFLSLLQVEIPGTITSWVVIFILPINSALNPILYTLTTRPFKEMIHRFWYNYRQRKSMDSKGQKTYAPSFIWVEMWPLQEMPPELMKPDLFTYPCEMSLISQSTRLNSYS
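Agonist response is measured as cAMP accumulation in an RXFP1-transfected HEK293T line under PDE4 inhibition. Values are scaled between buffer-only and 29 nM porcine relaxin, and EC50s come from standard Hill equation fits.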
Vif-APOBEC3F blk – qHTS for Inhibitors of Vif-A3F Interactions: qHTS. HeLa A3F-eYFP + Vif (tagged APOBEC3F with the HIV-1 protein that degrades it), YFP fluorescence increase. Potency, µM (highest dose often 46.1 µM), inactives show top-dose activity, negative = active. actives 0.2% (n = 390,000); further: potency means the concentration at half of the fitted maximal effect; % of control where 0% means no effect; nearly all actives have a fitted effect of over 65% in size
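HeLa cells stably expressing Vif plus C-terminally eYFP-tagged A3F were seeded, incubated overnight at 37 deg C, dosed with compound, incubated overnight again at 37 deg C. Yellow fluorescence (Ex 488/Em 500-530) reported blocked Vif-mediated A3F-eYFP degradation.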
TrxR1 substrate – qHTS Assay for Substrates of Mammalian Selenoprotein Thioredoxin Reductase 1 (TrxR1): qHTS; actives 0.01% (n = 390,000); Potency, µM (highest dose often 114 µM), for the others: at the highest dose activity change, negative = substrate turnover; purified TrxR1 substrate turnover, NADPH consumption readout; further: potency means the concentration at half of the fitted maximal effect; on the % scale 0 is the no-effect control and ±100 the full control effect; nearly all actives have a fitted effect of over 50% in size
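Rat TrxR1, dispensed at 90 nM, was prereduced with 400 uM NADPH (final) for 5 min at ~22 deg C, then incubated with compound 15 min before 400 uM selenite. A first-read NADPH fluorescence drop versus no-compound background flagged substrates.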
GRP78 ERSR act – qHTS for Inducers of the Endoplasmic Reticulum Stress Response (ERSR) in Human Glioma: qHTS | U87-MG GRP78 promoter luciferase reporter, 16 h | AID 602332, 2012 | Potency, µM, without a hit: top-dose activation, usual class: activators | actives 0.02% (n = 420,000); further: potency means the concentration at half of the fitted maximal effect; series mostly up to about 76 µM; % of control where 0% means no effect; nearly all actives have a fitted effect of over 35% in size
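Stably transfected U87-MG glioma cells carrying a GRP78-based luciferase sensor; 16 h compound incubation. Luminescence end-point read 10 min after Bright-Glo addition at room temperature.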
PI4K2A block – qHTS for small molecular inhibitors of PI4K2A | Phosphatidylinositol 4-kinase type 2-alpha (Homo sapiens), Q9BTU6 | activity change, negative = inhibition, % at 76.9 µM | actives 0.13% (n = 420,000) | purified PI4K2A, ADP-Glo luminescence, 1 h; active compounds read low; in the data active means activity change below about -50%; inconclusive means mostly about -30% to -49%;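 further: -100% = wells without enzyme as full effect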
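Compounds are screened against recombinant PI4K2A using PI as substrate and ATP, the latter dispensed at 300 microM. Reactions run one hour at ambient temperature before ADP-Glo detection; full inhibition defined by wells lacking enzyme.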
* hit, by the source's call; ? = inconclusive; . = not tested or not shown; [ ] = another dose, or the depositor's remark. Unless noted, the call rests on the fitted dose curve; in most records, active means well fitted curve in the direction sought with a large enough effect; inconclusive means small, poorly fitted or top-dose-only effect, or another doubt; inactive means no such curve, though single readings can be large; an effect the other way counts as inactive or inconclusive. Only part of the results is shown, so the mix of outcomes need not match the whole.

The line under a structure holds: TrxR1 substrate, Vif-APOBEC3F blk, RXFP1 agonist, PI4K2A block, USP1 inh, Vif-APOBEC3G blk, GRP78 ERSR act, LDHA block, IDH1 R132H inh
CN(CC(=O)Nc1cccc(F)c1)C(=O)CC1CCCC1
→ -7.7%, -34.6%, -0.6%, -0.2, ?, 2.0%, -4.5%, 1.4, 6.1%
COc1ccc2nc(-c3ccc(Cl)cc3)cc(C(=O)O)c2c1
→ 441.8%[activator][57.1 µM], -0.4%, 4.0%, -2.8, -2.4%, 1.3%, -1.4%, -3.2, 33.7%[activator]
O=C1Nc2ccc(Br)cc2C1=C1CCCCC1
→ 4.1%[57.1 µM], -1.8%, -0.5%, -3.9, -21.9%, ?, -4.0%, 15.3, 1.0%
O=C(NCCN1CCOCC1)c1cccc(NS(=O)(=O)c2ccc(Br)cc2)c1
→ 5.8%, -5.2%, 1.2%, -5.2, -4.5%, -0.3%, -4.7%, -11.8, 3.7%
COC(CNC(=O)c1ccc2nc(-c3cccs3)c(-c3cccs3)nc2c1)OC
→ 18.0%, 5.2%, 1.2%, -1.0, -15.5%, -3.8%, 1.3%, 3.4, 5.5%
CCN(CC)CCCNC(=O)c1ccc2c(c1)NC(=O)C(CS(=O)(=O)Cc1cccc(Br)c1)N2 (stereo not drawn)
→ 9.2%[57.1 µM], -3.9%, -0.2%, -10.5, ?, 9.4%, 0.3%, 10.2, 10.9%
COC(=O)C[C@@H]1C[C@H]2c3cc(N(C)C)ccc3O[C@H]2[C@H](CO)O1
→ ., 0.3%, ., 8.6, -11.8%, -3.5%, -2.1%, 0.1, 9.2%
COc1ccc(/C=N/N2CCOCC2)cc1O
→ -10.3%, 1.1%, -3.3%, 2.3, -19.6%, -4.1%, 2.2%, -1.7, 0.3%
CCCCCC(=O)Nc1cccc(C2=NOC3(C2)C[C@H](C(N)=O)N(C(=O)[C@H]2CCC(=O)N2)C3)c1 (stereo partly drawn)
→ 3.8%, 3.2%, -0.3%, -2.5, -7.0%, 5.5%, -5.0%, -0.6, 0.8%[38.3 µM]
CN(C)S(=O)(=O)c1ccc(Cl)c(NC(=O)COC(=O)[C@@H]2CCCN2C(=O)c2cccs2)c1
→ 1.1%, -0.7%, 1.7%, -2.1, -21.8%, 3.4%, -4.9%, -3.8, -1.6%
COc1ccc(OC)c(S(=O)(=O)N2CCN(C)CC2c2ccccc2)c1 (stereo not drawn)
→ -1.6%, 11.0%, ., 0.7, -14.8%, -5.2%, -2.4%, -0.8, 7.7%
O=C(NOCc1ccccc1)c1ccc(Cl)cc1
→ 0.5%, -1.9%, -0.1%, -1.5, -14.7%, 4.1%, -12.3%, -3.2, -12.6%
Cn1c(SCC(=O)NC2CC2)nnc1C(F)(F)F
→ 11.9%, -2.1%, 0.2%, 1.9, 0.2%, -2.9%, -2.5%, -5.0, 12.4%
N#C/C(=C\c1cccnc1)c1ccc([N+](=O)[O-])cc1
→ -15.4%, -0.4%, -0.5%, 4.3, -19.8%, -3.7%, -0.9%, -6.8, -5.7%
COc1ccc(NC(=O)CN2CCN(CC(=O)Nc3cc(OC)cc(OC)c3)CC2)cc1
→ 8.6%[57.1 µM], -11.3%, 0.7%, -1.7, -17.0%, -0.9%, -5.5%, 12.2, 0.7%
COc1ccc(Cn2c(CO)cnc2SCC(=O)Nc2cc(C)on2)cc1
→ 3.1%, -3.0%, -3.5%, 11.8, -8.3%, 0.9%, -6.0%, -3.5, -3.1%
Cc1cc(C)nc(NC(=O)c2c(C(=O)O)noc2C)n1
→ 5.1%, -7.5%, -0.9%, 3.6, -19.2%, -0.4%, -4.1%, 2.1, 8.7%
Cc1ccc(CNC(=O)CN2C(=O)COc3ccc(S(=O)(=O)N4CCCCC4)cc32)o1
→ 0.1%, 3.1%, 2.2%, -2.3, -16.2%, 2.6%, -3.0%, -7.3, -9.6%
O=C(O)Cn1c2ccccc2c2ccccc21
→ 2.6%, -1.5%, -1.5%, -1.3, -18.4%, 1.9%, -2.8%, -4.5, -7.1%
Cc1c(NS(=O)(=O)c2cc(C(=O)O)ccc2Cl)c(=O)n(-c2ccccc2)n1C
→ 4.9%, -3.9%, -3.1%, -1.7, -11.2%, 2.9%, -3.6%, -4.2, -3.5%
CC(=O)N=c1nc(-c2ccccc2)n(-c2ccccc2)s1
→ -1.4%, ., ., ., ., -0.7%, 5.2%, -32.0*, .
COc1ccc(Cl)cc1NC(=S)NC(=O)c1ccc2c(c1)OCO2
→ -5.4%, 0.1%, ., 3.2, -21.2%, 0.0%, -3.6%, 3.3, 0.0%
CCOc1cc(/C=N/n2cnnc2)ccc1OC(=O)c1cccc([N+](=O)[O-])c1
→ 5.7%[57.1 µM], 0.5%, 3.3%, 9.7, -14.2%, 0.6%, 0.0%, -3.1, 9.0%
Cc1ccc(S(=O)(=O)n2cc(C=O)c3ccccc32)cc1
→ -10.1%, -27.0%, 0.4%, -0.7, -3.6%, -21.7%, -6.2%, 0.0, -5.4%
COc1cccc(SCc2noc(C(=O)NCCC(C)C)c2C(=O)NCCC(C)C)c1
→ 2.0%[57.1 µM], 1.8%, ., -4.1, -28.3%, -3.1%, -3.5%, 6.5, 4.3%
O=S(=O)(Nc1nccs1)c1ccc(NS(=O)(=O)c2cccs2)cc1
→ 5.4%[0.457 µM], -5.5%, 0.8%, 0.0, -15.3%, -0.4%, -0.5%, -12.9, -3.7%
COc1ccc(S(=O)(=O)N2CCC(C(=O)Nc3cccc(Cl)c3)CC2)cc1OC
→ 3.0%, -3.5%, 2.4%, -0.4, -8.9%, 0.5%, -0.6%, -4.0, 4.1%
O=C(NNC(=O)c1ccc(F)cc1F)c1ccc(-n2cnnn2)cc1
→ 5.0%, 2.0%, 5.9%, 2.8, -11.4%, 1.6%, -0.3%, -6.2, -10.3%
C[C@@H]1CN([C@@H](C)CO)C(=O)c2c(c3ccccc3n2C)-c2ccccc2CO[C@H]1CN(C)S(=O)(=O)c1ccc(C(F)(F)F)cc1
→ ., -0.3%, ., -12.5, -0.3%, 2.7%, -6.6%, -1.5, -2.1%
CC(=O)N1[C@H](Cc2ccccc2)C=C[C@]1(C)C(=O)NCCN1CCOCC1
→ 5.0%, -7.7%, 2.9%, 1.4, -10.8%, -1.5%, 0.2%, -2.1, 3.1%

Remaining list, next part.
The line under a structure holds: TrxR1 substrate, Vif-APOBEC3F blk, RXFP1 agonist, PI4K2A block, USP1 inh, Vif-APOBEC3G blk, GRP78 ERSR act, LDHA block, IDH1 R132H inh
NC(=O)NCc1cccnc1
→ 6.5%[57.1 µM], 5.4%, 0.4%, -1.5, -0.8%, -0.2%, 4.1%, -8.6, 17.2%
CCc1c(O)nc(SC2CC(=O)N(c3ccccc3)C2=O)[nH]c1=O (stereo not drawn)
→ -7.2%, 0.7%, -0.3%, -4.0, -11.0%, -0.1%, -5.3%, -6.1, -0.1%
CCc1cccc(Nc2cnn(C34C[C@@H]5C[C@@H](CC(CC(=O)O)(C5)C3)C4)c(=O)c2Cl)c1
→ -8.6%, -21.7%, 5.1%, -2.7, -18.2%, -11.4%, -2.6%, -5.2, 0.0%
CC(C)(C)NC(=O)Cc1ccc(S(=O)(=O)N2CCCC2)s1
→ 1.7%, -0.2%, -0.6%, -18.8, -10.6%, -0.8%, 2.0%, 1.4, -0.7%
CCOc1ccc(NC(=O)CN2CCN(CC(=O)Nc3ccc(F)cc3)CC2)cc1
→ 3.8%[57.1 µM], 4.0%, 2.4%, 1.2, -17.5%, -4.5%, 2.5%, -1.0, -1.2%
COC(=O)c1cn(NC(=O)COc2ccc(Cl)cc2)c(=O)c2ccccc12
→ 7.3%[57.1 µM], -7.5%, 3.9%, 8.2, 1.8%, -2.7%, 1.0%, -3.0, 6.0%
Brc1ccc(CNCCCSc2nnnn2-c2ccccc2)cc1
→ 1.0%, ., 4.3%, 3.4, -20.8%, ., ., -2.4, .
O=C(COC(=O)c1ccc([N+](=O)[O-])o1)Nc1ccc(F)cc1
→ 0.0%, 3.6%, ., -1.7, ?, -0.8%, -2.7%, -1.5, 9.5%
CCOC(=O)CNC(=O)Cc1ccc(Cl)cc1
→ -0.9%, -2.3%, 0.6%, 0.4, -6.3%, 2.0%, -1.5%, -1.8, 3.2%
Cc1ccc(/C=C/C(=O)OCC(=O)NC(C)c2ccccc2)o1 (stereo not drawn)
→ -7.6%, 5.7%, -1.4%, -5.1, -19.8%, -1.1%, -0.1%, 2.8, 7.0%
COc1ccc(S(=O)(=O)NCc2cccnc2)cc1NC(=O)c1ccc(C)cc1
→ -2.1%, -4.0%, 1.5%, -0.2, -9.5%, -10.0%, -2.3%, -6.7, 9.9%

Source: PubChem (National Center for Advancing Translational Sciences (NCATS))
